From PubChem
NPR1 activator = GC-A stimulated cGMP production enhancers – HEK293 GC-A cells, cGMP TR-FRET, EC30 ANP, primary screen. actives 0.14% (n = 370,000). activation, % at 10 µM. 0% at EC30 ANP, 100% saturating ANP. AID 1671463, 2021; in the data active means activation above about 40%
Target sequence (P16066 whole entry, looked up): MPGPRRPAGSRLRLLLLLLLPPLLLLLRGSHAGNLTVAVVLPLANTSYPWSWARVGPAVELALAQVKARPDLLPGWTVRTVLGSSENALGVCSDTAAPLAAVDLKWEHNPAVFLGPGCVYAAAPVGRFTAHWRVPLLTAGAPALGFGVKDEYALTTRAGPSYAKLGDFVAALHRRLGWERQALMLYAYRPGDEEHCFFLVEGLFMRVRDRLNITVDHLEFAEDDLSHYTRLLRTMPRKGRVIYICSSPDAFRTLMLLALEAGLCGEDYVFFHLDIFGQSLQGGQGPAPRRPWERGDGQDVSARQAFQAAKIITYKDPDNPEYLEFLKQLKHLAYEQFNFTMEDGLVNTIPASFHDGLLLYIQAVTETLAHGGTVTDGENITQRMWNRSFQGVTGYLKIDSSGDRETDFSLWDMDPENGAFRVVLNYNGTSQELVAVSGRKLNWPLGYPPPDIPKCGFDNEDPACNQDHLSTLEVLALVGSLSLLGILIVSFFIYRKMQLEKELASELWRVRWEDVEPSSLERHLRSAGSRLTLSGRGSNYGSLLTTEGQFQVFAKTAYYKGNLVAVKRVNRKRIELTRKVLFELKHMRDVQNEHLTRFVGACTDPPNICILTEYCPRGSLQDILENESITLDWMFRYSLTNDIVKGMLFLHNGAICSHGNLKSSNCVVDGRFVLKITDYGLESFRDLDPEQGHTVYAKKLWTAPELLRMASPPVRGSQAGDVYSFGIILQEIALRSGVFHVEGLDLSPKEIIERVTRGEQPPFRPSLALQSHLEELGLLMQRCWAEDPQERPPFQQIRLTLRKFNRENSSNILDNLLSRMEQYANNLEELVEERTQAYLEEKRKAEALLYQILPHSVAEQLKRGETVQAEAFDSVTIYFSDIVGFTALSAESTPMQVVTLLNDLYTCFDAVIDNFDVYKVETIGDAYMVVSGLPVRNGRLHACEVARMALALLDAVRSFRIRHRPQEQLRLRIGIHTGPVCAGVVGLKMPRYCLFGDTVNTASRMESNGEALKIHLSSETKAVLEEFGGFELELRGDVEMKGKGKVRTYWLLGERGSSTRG
DAX1 inh-1 = DAX1 (NR0B1) inhibitors, primary screen, cell-based, HEK293, Gal4-DAX1, luciferase luminescence | actives 0.99% (n = 340,000) | HEK293 Gal4-DAX1 luciferase reporter | inhibition, % at 6.75 µM | AID 504766, 2011;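 active means inhibition above the mean over all tested compounds plus 3 SD, cut at about 4.2% in these data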;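 further: 0% = DAX1-transfected cells with DMSO and 100% = empty-vector control cells with DMSO; inhibition shows as a rise in luminescence from relieved DAX1 repression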
GC-B act = human GC-B receptor activators, primary screen, HEK293 GC-B cells, cGMP TR-FRET, EC30 CNP; actives 0.11% (n = 370,000); activation, % at 10 µM; 0% at EC30 CNP, 100% saturating CNP;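 active means activation at 10 µM reaching about 35% in either raw or pattern-adjusted values, limit read from the data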
hcDAF-12 act = H. contortus DAF-12 nuclear receptor activators, primary screen, cell-based, luminescence, HEK293, lit1-tk-luc reporter. HEK293 hcDAF-12 lit1-tk-luc reporter; 0% DMSO, 100% Δ7-dafachronic acid. activation, % at 6.8 µM. actives 1.4% (n = 370,000);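 active means activation above the mean of all tested compounds plus 3 SD, cut at about 5.5% in these data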;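 further: 100% = response to 3 µM Δ7-dafachronic acid high control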
DAX1 inh-2 = DAX1 (NR0B1) inhibitors on StAR promoter, primary screen, cell-based, luminescence, SF-1 (NR5A1), full-length DAX-1 | actives 1.1% (n = 370,000) | HEK293T StAR-luciferase reporter, SF-1/DAX-1 repression relief | inhibition, % at 6.8 µM | AID 652010, 2013;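 active means inhibition above the mean over all tested compounds plus 3 SD, cut at about 3.6% in these data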;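 further: 0% = DAX-1 cells with DMSO and 100% = cells lacking DAX-1 with DMSO; higher inhibition means more luminescence from relief of DAX-1 repression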
ADAM10 inh = human ADAM10 inhibitors, primary screen, biochemical, QFRET, HTS; Disintegrin and metalloproteinase domain-containing protein 10 (Homo sapiens), O14672; recombinant ADAM10, EDANS/DABCYL FRET peptide cleavage, 3 h; inhibition, % at 7 µM; actives 0.62% (n = 370,000); AID 720582, 2013;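 active means inhibition above a per-campaign cutoff equal to the mean of compounds falling between control-based bounds plus 3 SD, cut at about 20% in these data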;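 further: 0% = DMSO wells while the 100% control is not disclosed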
sPLA2-III inh = human group III sPLA2 inhibitors, primary screen, biochemical, QFRET, BODIPY PC-A2 liposome substrate. actives 0.56% (n = 370,000). inhibition, % at 12.2 µM. QFRET BODIPY PC-A2 liposome hydrolysis, fluorescence. Group 3 secretory phospholipase A2 (Homo sapiens), Q9NZ20. AID 743126, 2013;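 active means inhibition above mean plus 3 SD of compounds lying within the high and low control bounds, cut at about 19% in these data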;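 further: 0% = median of test compound wells and 100% = no enzyme DMSO wells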
ssDAF-12 act = S. stercoralis DAF-12 nuclear receptor activators, primary screen, cell-based, luminescence, HEK293, GRIP1 co-expression, lit1-tk-luc; Nuclear hormone receptor DAF-12 (Strongyloides stercoralis); HEK293 ssDAF-12/GRIP1 lit1-tk-luc reporter; % of 3 µM dafachronic acid response; activation, % at 6.8 µM; actives 1% (n = 370,000);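 active means activation above the mean over all tested compounds plus 3 SD, cut at about 0.9% in these data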;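 further: 0% = DMSO-only wells and 100% = 3 µM delta7-dafachronic acid wells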
SMARCA2 act = SMARCA2 (BRM) function activators, primary screen, cell-based, luminescence, high throughput | MG213 cells, MMTV-luciferase reporter, dexamethasone, overnight | activation, % at 9.1 µM | actives 1% (n = 370,000) | AID 652017, 2013; in the data active means activation above about 7.8%;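 further: 0% = vehicle wells and 100% = reference activator wells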
hgDAF-12 ag = H. glycines DAF-12 receptor agonists, primary screen, cell-based, luminescence, HEK293, GAL4 fusion, UAS-luciferase. activation, % at 6.8 µM. AID 687014, 2013. Nuclear hormone receptor DAF-12 (Heterodera glycines), GAL4 fusion. actives 1.8% (n = 370,000). HEK293 GAL4-hgDAF12 UAS-luciferase reporter, agonist luminescence; normalized to butyrate control;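 active means activation above a cutoff set at the mean of all screened compounds plus 3 SD, cut at about 10% in these data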;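 further: 0% = DMSO wells and 100% = sodium butyrate wells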
GAA850 FXN act = FXN promoter activators, primary screen, cell-based, luciferase luminescence, HEK293 lucGAA850. HEK293 lucGAA850 FXN promoter luciferase reporter, 24 h; percent of 10 µM SAHA response. activation, % at 6 µM. actives 0.56% (n = 360,000);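 active means activation above the average of all compounds screened plus 3 SD, cutoff fixed separately per campaign, cut at about 7.5% in these data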;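 further: 0% = DMSO wells and 100% = 10 µM SAHA wells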
* hit, by the source's call; i = inactive; · = no result given.

SMILES	NPR1 activator	DAX1 inh-1	GC-B act	hcDAF-12 act	DAX1 inh-2	ADAM10 inh	sPLA2-III inh	ssDAF-12 act	SMARCA2 act	hgDAF-12 ag	GAA850 FXN act
Cc1c(OC(C)C(=O)NCC(O)c2ccccc2)ccc2c3c(c(=O)oc12)CCC3 (centres undefined)	4	-0.2	-4	-2.5	0.2	-325	1	-1.6	5	-1.4	1.1
CCNC(=O)C1(C)CCCN1Cc1c(F)cccc1F (centres undefined)	-2	·	1	0.1	0.1	1	4	-1.2	1	3.7	1.1
COc1ccccc1CNc1ccccc1F	3	-0.2	1	-0.3	0.2	-10	5	-0.5	-5	-2.8	2.9
COCC(=O)NCCc1nc2ccccc2[nH]1	6	0.8	2	-1.5	0.8	-6	0	-0.1	3	-2.8	16*
CC1(C)O[C@@H]2C[C@H]3[C@@H]4CCC5=CC(=O)CC[C@]5(C)[C@@]4(F)[C@@H](O)C[C@]3(C)[C@]2(C(=O)CCl)O1	-3	-1.0	2	-2.7	0.8	-5	-5	-1.0	-2	-1.1	-3.6
COc1ccc(F)cc1-c1cc(C(=O)NCc2ccc(F)cc2)[nH]n1	14	·	5	-1.8	-1.4	-2	-3	-1.2	-3	-1.4	-1.6
CCOc1ccc(NC(=O)C2CCN(S(=O)(=O)c3ccc4c(c3)C(C)(C)C(=O)N4C)CC2)cc1	4	0.2	3	-0.9	0.1	-13	2	-1.2	-4	-1.6	0.3
Cc1noc(C)c1C(=O)Nc1ccc2c(c1)CCC2	1	-0.2	0	0.2	-0.2	-1	3	-0.3	-4	0.0	-0.6
Cn1nc(C(=O)NNC(=O)c2cccc(Cl)c2)c2ccccc2c1=O	-1	0.2	-5	-1.1	0.1	-2	6	-2.2	-3	0.5	0.5
Cc1noc(C)c1COC(=O)[C@H](C)NS(=O)(=O)c1ccc(Cl)c(Cl)c1	-3	-0.5	-5	-1.2	0.3	15	-5	-1.2	-1	-1.8	-2.6
CCOC(=O)N1CCN(S(=O)(=O)c2ccc(C(=O)N(CCCN(C)C)c3nc4c(C)c(C)ccc4s3)cc2)CC1	-16	0.3	-6	-1.9	1.8	-1	-28	-1.2	1	1.1	-1.6
O=C(NCc1cccc(Br)c1)C1CC2Cn3c(nc4ccccc43)C2N1Cc1ccccc1 (centres undefined)	0	0.0	3	-2.3	0.1	4	-3	-1.2	1	-2.2	-1.8
O=C(Oc1cccnc1)c1ccc([N+](=O)[O-])cc1	2	-1.1	5	-2.6	-0.5	6	7	-1.5	1	0.6	4.1
O=C(CN1CCC(NC(=O)Cc2ccccc2)CC1)Nc1cccc2ccccc12	1	0.9	-3	-2.8	-0.2	-5	-2	-1.8	0	-2.6	1.0
N#CC(C#N)=Cc1cc2ccccc2nc1N1CCCCC1	12	0.2	3	7.1*	-0.2	-68	-2	0.4	0	0.5	3.2
COc1ccc(-c2csc3ncn(Cc4ccccc4)c(=O)c23)cc1	-18	-1.1	-13	-2.9	0.1	8	1	-1.6	-2	-1.9	2.0
O=C(NCCCN1CCOCC1)C(=O)NCC1OCCN1S(=O)(=O)c1ccc(Br)cc1 (centres undefined)	-1	-0.4	1	-0.9	-0.4	5	5	-1.1	-2	-1.8	2.0
COc1cc(SC)ccc1C(=O)NNC(=O)C1COc2ccccc2O1 (centres undefined)	2	-1.4	-1	0.2	0.7	-13	13	-0.8	-3	1.1	0.5
Cc1cc(C)nc(SC2CC(=O)N(c3ccc(C)c(C)c3)C2=O)n1 (centres undefined)	-4	-2.1	0	-1.3	-1.3	0	-6	-1.2	0	-1.2	-3.5
CCOC(=O)CN(C(=O)c1ccccc1[N+](=O)[O-])C(C)(C)C	-4	0.0	7	-1.9	0.1	-7	9	-1.3	1	-0.4	0.6
COc1ccc(CNC(=O)COC(=O)c2ccc(C)c(S(=O)(=O)N3CCOCC3)c2)cc1OC	0	-0.5	1	-0.7	-2.8	1	-2	-1.2	2	-0.2	-0.5
CCCOc1ccc2nc(C)c(CCC)c(SC(=N)N)c2c1	2	0.3	0	-1.1	0.4	-3	0	-0.2	-4	0.5	1.4
Cc1c(C(=O)N2CCc3ccccc3C2)oc2ccc(Br)cc12	-2	1.5	-3	-0.2	0.5	3	6	-0.4	-1	-0.1	1.6
Cc1ccccc1CNC(=O)CCn1nc(C)c2c(C)n(-c3ccccc3)nc2c1=O	-2	-0.1	-5	-0.2	0.8	-2	4	-1.1	-2	-2.8	-1.1
COc1ccc2c(c1)nc(SCC(=O)c1cccs1)n2C	-2	0.9	-6	3.4	0.7	6	-27	-1.4	5	1.9	3.6
CN1CCN(CCCNC(=O)c2ccc(/C=C3\Oc4ccccc4N(Cc4ccccc4F)C3=O)cc2)CC1	9	-0.1	-3	-0.1	0.3	i	-23	-1.4	7	-1.6	0.8
CC(C)CC1Nc2ncnc(N3CCCCC3)c2N(Cc2ccc(Br)cc2)C1=O (centres undefined)	-3	-0.5	-4	0.0	-0.1	5	-2	-0.4	-1	-1.0	-1.2
Cc1ccccc1NC(=O)COC(=O)C1CC2CCCC(C1)C2=O (centres undefined)	-2	1.1	-4	-0.4	1.6	4	-4	-1.4	2	-0.6	2.1
Cc1cc2ccccn2c1C(=O)c1cccc([N+](=O)[O-])c1	-6	-1.2	7	-2.3	-3.5	-2	-3	-1.8	-1	-2.7	1.4
CC(=O)C1CCC2C3CCC4=CC(=O)C=CC4(C)C3C(=O)CC12C (centres undefined)	-5	0.5	0	-0.2	-0.1	-2	12	-1.1	-2	0.3	0.9
O=C(O)c1ccccc1C(=O)Nc1ccc(-n2ccc(C(F)(F)F)n2)cc1	-2	0.8	2	-0.2	0.1	3	4	-1.4	-3	2.0	0.2
CCN1CCN(c2ccc(Cl)cc2NC(=O)c2ccc(-n3nc(C)cc3C)cc2)CC1	-6	0.6	-6	1.3	-0.6	-14	-9	-0.9	-2	-0.8	-2.6
Cc1nc2ccccc2nc1CN1CCC(CO)(CC2CCCCO2)CC1 (centres undefined)	-2	0.0	-3	2.2	-0.6	-20	-2	0.1	-1	-0.4	1.9
Cc1ccc(OCC(=O)Nc2ccc(N3CCOCC3)cc2)c([N+](=O)[O-])n1	-5	0.1	0	-0.5	-1.0	1	-3	-1.9	1	-2.4	-0.1
CCOc1ccc(S(=O)(=O)NCc2cccnc2)cc1	3	-1.0	-4	-0.9	-0.1	-5	-1	-0.9	-1	0.8	-0.7
Cc1c(NC(=O)C(C)Oc2ncnc3ccccc23)c(=O)n(-c2ccccc2)n1C (centres undefined)	-13	0.0	6	-1.6	0.0	0	-2	-1.0	1	-0.8	1.0
COc1ccc2c(c1)CN1C(=O)N(CC(C)C)S(=O)(=O)CC21 (centres undefined)	2	·	1	2.5	1.9	-6	8	-1.0	5	9.1	·
CC(C)N(Cc1nc(-c2ccccc2)no1)C(=O)CCCN1C(=O)c2ccccc2C1=O	-5	-0.6	4	-0.6	-0.3	3	-5	-0.9	0	-0.6	-0.9
COc1cc(NC(=O)C2CCCN(S(=O)(=O)c3ccc(C)c(C)c3)C2)cc(OC)c1 (centres undefined)	-7	·	-10	-3.8	-0.5	18	-39	-1.6	-1	4.3	·
O=C1C=C(c2ccc(Cl)c(C(F)(F)F)c2)C[C@@H](c2ccc3c(c2)OCO3)C1	1	0.6	11	-1.2	-0.4	-2	-2	-1.1	0	1.0	3.1
Cc1cc2c(NC3CCCCC3)ncnc2s1	-1	-0.6	-6	-3.0	-0.7	2	-2	-2.2	-5	0.6	2.1
C=CCC1C=CCC(CC=C)N1C(=O)c1ccccc1[N+](=O)[O-] (centres undefined)	-5	-2.1	1	-2.2	-0.6	5	6	-2.2	-2	-0.7	0.5
CC1(C)C(CO)=CC(=O)C2=C1SCC(=O)N2	2	0.6	6	1.7	-0.1	4	5	-1.4	1	0.3	1.2
COc1ccc(NS(=O)(=O)c2ccc(N3CCCC3=O)cc2)cn1	2	-2.2	0	-1.5	-2.1	-8	10	-2.2	-5	-2.0	-4.6
Cc1cccc2c1-c1sc(C(=O)N3CCc4ccccc4C3)cc1CO2	0	0.8	0	-1.1	0.2	i	-7	-1.2	-1	1.4	0.2
Cc1csc2ncc(C(=O)NCc3ccccc3Cl)c(=O)n12	4	1.2	4	-0.1	0.9	-194	3	-0.8	3	1.3	1.5
CCc1ccc(CN(C)C(C)C(=O)Nc2ccc(S(=O)(=O)N3CCCC3)cc2)cc1 (centres undefined)	-4	-0.7	5	-1.1	0.2	7	-14	-1.2	-4	-2.3	-0.3
C=CCn1c(COc2ccc(Cl)cc2)nnc1SCC(=O)N1CC(=O)Nc2ccccc21	-8	-2.8	-3	-0.9	-0.3	-4	-7	-1.6	0	0.4	-0.3

Reformatted: entries from further up.
SMILES,NPR1 activator,DAX1 inh-1,GC-B act,hcDAF-12 act,DAX1 inh-2,ADAM10 inh,sPLA2-III inh,ssDAF-12 act,SMARCA2 act,hgDAF-12 ag,GAA850 FXN act
O=C1C=C(c2ccc(Cl)c(C(F)(F)F)c2)C[C@@H](c2ccc3c(c2)OCO3)C1,1,0.6,11,-1.2,-0.4,-2,-2,-1.1,0,1.0,3.1
Cc1cc2c(NC3CCCCC3)ncnc2s1,-1,-0.6,-6,-3.0,-0.7,2,-2,-2.2,-5,0.6,2.1
C=CCC1C=CCC(CC=C)N1C(=O)c1ccccc1[N+](=O)[O-] (centres undefined),-5,-2.1,1,-2.2,-0.6,5,6,-2.2,-2,-0.7,0.5

New compounds follow.
SMILES	NPR1 activator	DAX1 inh-1	GC-B act	hcDAF-12 act	DAX1 inh-2	ADAM10 inh	sPLA2-III inh	ssDAF-12 act	SMARCA2 act	hgDAF-12 ag	GAA850 FXN act
Cc1ccc(-c2nnn(CC(=O)N(c3ccccc3)C(C(=O)NC3CCCC3)c3ccco3)n2)o1 (centres undefined)	-3	0.5	-5	-2.2	0.4	-1	4	-1.8	5	-0.6	0.8
Cc1ccc2nc(SC(C)C(=O)N3CCCC3)[nH]c2c1 (centres undefined)	-1	1.1	5	1.8	0.6	-7	-1	-0.6	-2	5.0	0.3
CCCCC(=O)N(C)c1c(CC)nc2c(OCCOC)cccn12	-1	·	0	-2.2	-0.4	-30	11	-1.0	1	0.7	0.8
COc1ccc([C@@H]2C[C@@H](c3ccccc3)Oc3cc(C)cc(C)c32)cc1	0	1.9	4	-2.1	0.7	1	3	-1.5	1	1.2	2.0
CCCCOCC(O)CCc1n[nH]c(=S)n1-c1ccccc1 (centres undefined)	-2	1.4	0	-1.8	0.6	-2	2	-0.9	0	1.4	0.6
